# p53 reactivation: re-activators of mutant p53; H1299 p53-A138V BP100-luciferase reporter, luminescence, 24 h; Potency, µM (highest dose often 92.2 µM), for the others: top-dose activity change, positive = activation, actives largely listed as activators; 320,000 tested, 0.063% active; AID 504706; further: potency means the concentration at half of the fitted maximal effect; % of control where 0% means no effect; nearly all actives have a fitted effect of over 45% in size
#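 H1299 (p53-null), stable ts p53-A138V + BP100-Luc; 1000 cells/well, Opti-MEM/10% FBS; cpd 4 pt, 1:5; 24 h, 37 deg C, 5% CO2; detection reagent 10 min RT; luminescence.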
# Tb PFK block: inhibitors of T. brucei phosphofructokinase; Potency, µM (top dose mostly 57.5 µM), without a hit: at the highest dose activity, negative = inhibition, most hits filed as inhibitors; T. brucei PFK, ADP-Glo luminescence; 330,000 tested, 0.17% active;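 further: potency means the concentration at half of the fitted maximal effect; 0% = uninhibited 1x PFK enzyme wells and -100% = no-enzyme wells; nearly all actives have a fitted effect of over 60% in size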
#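 ADP-Glo luminescence quantified ADP after 45 min at room temperature, with 1.25 nM T. brucei PFK, 0.1 mM ATP and 0.5 mM fructose-6-phosphate in pH 8.0 TEA buffer. qHTS titrations up to 57 µM; curves classified by quality.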
# BRCA1 expr act: BRCA1 expression activation. AID 624202. 380,000 tested, 1.1% active. MCF7-BRCA1-FFLuc reporter, luminescence, 48 h; response scale: scaled: vehicle 0%, 10 µM genistein 100%. Potency, µM (doses to about 46.1 µM), for inactives: top-dose activation, actives largely listed as activators; further: potency means the concentration at half of the fitted maximal effect; nearly all actives have a fitted effect of over 80% in size; some results filed as inactive show a strong effect at the top dose
#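 Using MCF7 cells harboring a BRCA1 firefly luciferase reporter, plated 2 h before compound pinning, the screen measured luminescence after 48 h incubation. Responses were normalized to DMSO and 10 microM genistein, then fitted for concentration-effect.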
# Rab9 prom act: activates the Rab9 promoter | 320,000 tested, 2.8% active | Potency, µM (doses to about 9.22 µM), for the others: at the highest dose activation, negative = inhibition, most hits filed as activators | Huh7 Rab9 promoter-luciferase reporter, luminescence, 24 h | AID 485297; further: potency means the concentration at half of the fitted maximal effect; % of control where 0% means no effect; nearly all actives have a fitted effect of over 60% in size
#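 Stable Rab9-luc Huh7, 1500 cells/well, 2 h settle; cmpd in DMSO, 24 h, 37 °C/5% CO2; luciferase reagent 10 min RT; luminescence.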
# RORgamma inh: blocks mouse ROR gamma transcriptional activity | P51450 | Drosophila S2 Gal4-RORgamma UAS-luciferase reporter, 20 h | Potency, µM (top dose mostly 53.6 µM), without a hit: at the highest dose activity change, negative = inhibition, actives largely listed as inhibitors | 310,000 tested, 5.4% active | AID 2551; further: potency means the concentration at half of the fitted maximal effect; on the % scale 0 is the no-effect control and ±100 the full control effect; nearly all actives have a fitted effect of over 60% in size
#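 Stable Schneider cell line, Gal4 DNA-binding domain fused to ROR gamma, UAS-luciferase. Cmpd 1 hr RT → CuSO4 700 uM final → 20 hr RT → luciferase reagent 10 min → luminescence.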
# ELG1 genotoxic: induces genotoxicity in HEK293T cells with luciferase-tagged ELG1. HEK293T ELG1-luciferase reporter, luminescence, 16 h. Potency, µM (titrated, usually from 46 µM), for inactives: top-dose activity change, positive = activation, usual class: activators. 330,000 tested, 1.3% active. AID 504466; further: potency means the concentration at half of the fitted maximal effect; % of control where 0% means no effect; nearly all actives have a fitted effect of over 60% in size
#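 DMSO vehicle served as control against compound-treated ELG1-luciferase HEK293T cells; exposure lasted 16 hr at 37 °C and 5% CO2, followed by ONE-Glo luminescence detection after 30 min.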
# NPC1 promoter act: activators of NPC1 promoter; Huh7 NPC1 promoter luciferase reporter, 24 h; Potency, µM (titrated, usually from 9.22 µM), for the others: top-dose activation, usual class: activators; 320,000 tested, 2.4% active; AID 485313;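 further: potency means the concentration at half of the fitted maximal effect; % of control where 0% means no effect; nearly all actives have a fitted effect of over 60% in size; reporter is driven by a mutant NPC1 promoter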
#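 Huh7 cells stably carrying NPC1 promoter–luciferase, plated in Opti-MEM with 10% FBS for 2 h, were exposed to compound in DMSO for 24 h at 37 °C; luciferase reagent was added for 10 min and luminescence read.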
# Gal4-VP16 FLuc: Gal4-VP16 reporter inhibition counter-screen | Drosophila S2 Gal4-VP16 UAS-luciferase, luminescence, 20 h | Potency, µM (series often up to 53.6 µM), without a hit: at the highest dose activity, negative = inhibition, actives largely listed as inhibitors | 310,000 tested, 3.5% active;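 further: Gal4-VP16 expression switched on by copper sulfate through the metallothionein promoter; potency means the concentration at half of the fitted maximal effect; on the % scale 0 is the no-effect control and ±100 the full control effect; nearly all actives have a fitted effect of over 50% in size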
# TRPV1 ag: human TRPV1 agonism. Q8NER1. TRPV1-expressing cells, Fluo-8 calcium influx, agonist mode. activation, % at 8.33 µM. 320,000 tested, 0.19% active. AID 540275; in the data active means activation above about 80%; inconclusive means between about 30% and that limit; further: 0% is about no effect
# Target sequence (Q8NER1 whole entry, looked up): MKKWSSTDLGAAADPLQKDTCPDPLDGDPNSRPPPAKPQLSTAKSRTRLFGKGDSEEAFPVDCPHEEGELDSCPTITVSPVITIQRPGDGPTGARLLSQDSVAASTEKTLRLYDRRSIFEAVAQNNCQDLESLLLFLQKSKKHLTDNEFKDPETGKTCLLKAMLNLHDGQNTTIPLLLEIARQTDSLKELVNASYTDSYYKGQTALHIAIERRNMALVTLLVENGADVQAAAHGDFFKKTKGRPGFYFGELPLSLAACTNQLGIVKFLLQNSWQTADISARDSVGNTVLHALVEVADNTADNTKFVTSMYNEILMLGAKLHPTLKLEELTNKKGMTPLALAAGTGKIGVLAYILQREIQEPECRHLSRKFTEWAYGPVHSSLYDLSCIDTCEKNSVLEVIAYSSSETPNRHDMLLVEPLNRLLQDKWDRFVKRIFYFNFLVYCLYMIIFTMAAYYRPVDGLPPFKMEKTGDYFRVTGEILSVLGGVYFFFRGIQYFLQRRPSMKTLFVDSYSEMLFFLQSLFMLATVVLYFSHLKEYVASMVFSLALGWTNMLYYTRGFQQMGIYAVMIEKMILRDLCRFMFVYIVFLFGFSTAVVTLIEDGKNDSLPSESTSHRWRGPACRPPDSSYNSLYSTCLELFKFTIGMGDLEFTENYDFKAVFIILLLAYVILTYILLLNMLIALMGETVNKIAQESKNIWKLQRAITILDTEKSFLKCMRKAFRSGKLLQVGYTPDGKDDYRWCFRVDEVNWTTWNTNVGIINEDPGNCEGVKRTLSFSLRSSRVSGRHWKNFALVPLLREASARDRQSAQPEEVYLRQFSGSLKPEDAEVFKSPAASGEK
#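 Fluo-8 calcium influx in TRPV1-expressing cells, kinetic read (ex 480/em 520 nm). Compound added and read 3 min for agonist activity, followed by capsaicin at EC20 final and 2 min further read for enhancement.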
# ELG1 repair inh: inhibitors of ELG1-dependent DNA repair in HEK293T cells; HEK293T ELG1-luciferase reporter, luminescence, 16 h; DNA damage induced by 5-fluorouridine; Potency, µM (highest dose often 46.1 µM), for the others: at the highest dose activity change, negative = inhibition, most hits filed as inhibitors; 330,000 tested, 2.3% active; AID 504467; further: potency means the concentration at half of the fitted maximal effect; on the % scale 0 is the no-effect control and ±100 the full control effect; nearly all actives have a fitted effect of over 55% in size
#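 5-Fluorouridine DNA damage + compound/DMSO, 2,000 cells/well, 16 h, 37 °C/5% CO2. ONE-Glo, 30 min RT, luminescence. Readout = decrease in reporter signal.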
# FLuc counter: counter-screen for miR-21 project: firefly luciferase inhibitors or activators; AID 588342; 360,000 tested, 6.9% active; P08659; purified FLuc, Km substrates, luminescence inhibition; Potency, µM (titrated, usually from 57.5 µM), for inactives: top-dose activity change, negative = inhibition, usual class: inhibitors;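 further: potency means the concentration at half of the fitted maximal effect; plate controls were vehicle for no effect and reference inhibitor for full effect; nearly all actives have a fitted effect of over 55% in size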
#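 Biochemical qHTS of compounds, final roughly 60 µM downward over six points, against 10 nM purified firefly luciferase using Km concentrations of substrates (10 uM D-luciferin, 10 uM ATP) in Tris acetate pH 7.5 buffer; luminescence output.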
# Active calls of the source: *; ? = inconclusive; / = no result given; & = joins results of further samples; [ ] = another dose, or the depositor's remark. Unless noted, the call rests on the fitted dose curve; in most records, active means well fitted curve in the direction sought with a large enough effect; inconclusive means small, poorly fitted or top-dose-only effect, or another doubt; inactive means no such curve, though single readings can be large; an effect the other way counts as inactive or inconclusive. Outcome played no part in choosing rows (roughly 15% active in at least one column).
mol	p53 reactivation	ELG1 repair inh	TRPV1 ag	NPC1 promoter act	Tb PFK block	RORgamma inh	FLuc counter	Gal4-VP16 FLuc	ELG1 genotoxic	BRCA1 expr act	Rab9 prom act
COc1ccc(CN2CCN(Cc3c[nH]c4ccccc34)CC2CCO)cc1C (centres undefined)	/	7%	-2	-1%	0%	?	3%	0%	-9%	0%	4%
CC(=O)OC(C#CCN1CCOCC1)c1ccccc1 (centres undefined)	/	/	1	/	/	-8%	0%	13%	/	0%[1.84 µM]	/
CCN1C(=O)CC(N2CCOCC2)C1=O (centres undefined)	1%	6%	-3	0%	-1%	-12%	5%	15%	0%	1%	-2%
NNC(=O)c1ccc(COc2ccc([N+](=O)[O-])cc2)o1	1%	?	0	2%	-13%	-12%	?	3%	0%	-15%	-4%
CN(CC(=O)Nc1cccc(F)c1)C(=O)c1ccc(C(=O)c2ccccc2)cc1	-8%	?	?	-4%	0%	/	1%	/	-8%	-52%	-3%
Oc1c(Br)cc2oc3c(c2c1CNCc1ccccc1)CCCC3	1%	-20%	5	-1%	1%	?	1%	?	-5%	-35%	13%
C/C(=N\NC(=O)CNC(=O)c1ccc2c(c1)OCO2)c1ccco1	1%	13%	0	-1%	4%	9%	1%	-6%	-1%	-4%	-3%
CCN(CC)C(=O)CC(c1cc(OC)c(OC)c(OC)c1)c1c(OC)cc(OC)c2c(-c3ccccc3)cc(=O)oc12 (centres undefined)	-1%	13%	27	-3%	-7%	31%&21%	-8%	-3%&5%	2%	-57%	-8%
Cc1c(CN2CCc3c([nH]c4ccccc34)C2CC(C)C)cnn1C (centres undefined)	1%	2%	6	0%	-7%	12%	-1%	0%	-1%	6%	-3%
CCN(CC1CCCN(CCc2cccc(F)c2)C1)C(=O)c1ccc(CSC)o1 (centres undefined)	?	-1%	6	-4%	-1%	0%	-2%	-8%	-6%	-18%	-1%
CCN(CC)S(=O)(=O)c1ccc(N2CCOCC2)c(C(=O)O)c1	-1%	-9%	1	-3%	8%	-22%	4%	12%	1%	0%	-1%
O=C(O)c1ccc(S(=O)(=O)NCC2CCCCC2)cc1	-1%	-5%	1	-2%	0%	4%	-2%	-6%	0%	-17%	-4%
C#CCOCCOCCOCCNc1nc(N2CCN(C(=O)[C@H]([C@@H](C)O)n3cc(CCCCN)nn3)CC2)nc(N2CCN(C(=O)[C@H](CCCCN)n3cc(CCCC)nn3)CC2)n1	9%	24%	-4	-3%	-3%	/	-1%	/	3%	8%	-6%
Cc1cc(NC(=O)CN2C(=O)NC(C)(CCc3ccccc3)C2=O)no1 (centres undefined)	-2%	11%	-1	-1%	-9%	-2%	-1%	13%	-1%	12%	5%
CN1CCN(C(=O)C(Cc2ccccc2)NS(=O)(=O)c2ccc3c(c2)CCC(=O)N3)CC1 (centres undefined)	4%	2%	/	2%	-5%	18%	0%	1%	0%	10%	11%
Cc1cc(N2C(=O)C3CCC(c4ccccc4)CC3C2=O)no1 (centres undefined)	1%	-2%	-2	-1%	-1%	5%	6%	3%	-1%	1%	0%
Cc1cc(F)ccc1S(=O)(=O)N1CCCOC1CNC(=O)C(=O)NC1CCCCC1 (centres undefined)	?	1%	-1	2%	1%	0%	-2%	-1%	1%	34%	15%
CCOC(=O)c1c(C)[nH]c(C(=O)NCc2ccco2)c1C	12%	?	0	9%	-3%	36%	?	22%	8%	/	24%
CC(C)CC1NC(=O)N(CC(=O)N2CCN(S(=O)(=O)c3ccccc3)CC2)C1=O (centres undefined)	9%	0%	-1	1%	0%	1%	7%	-8%	0%	-9%	4%
COc1cc(/C=C/C(=O)OCC(=O)N2CCCc3ccccc32)ccc1OC(F)F	-3%	1%	-4	1%	6%	/	0%	/	1%	-22%	0%
c1ccc(Nc2nc(-c3cccnc3)cs2)nc1	?	?	20	1µM*	4%	?	1.5µM*	?	?	?	0.56µM*
C=CCN(CC=C)S(=O)(=O)c1ccc(C(=O)Nc2nnc(CSC)o2)cc1	-4%	18µM*	4	-2%	-1%	0.56µM*	-19%	2.8µM*	-18%	-43%	-3%
CCN(C(=O)CN1C(=O)NC2(CCc3ccccc32)C1=O)C1CCS(=O)(=O)C1 (centres undefined)	-1%	?	-1	0%	0%	/	-3%	/	-2%	3%	-4%
CCn1c(=S)ccc2ccc(OC)cc21	-16%	?	16	-1%	0%	?	-18%	12%	?	-1%	-1%[1.84 µM]
CSCCC(C(=O)OCC(=O)c1ccc(C)c(C)c1)N1C(=O)c2ccccc2C1=O (centres undefined)	-2%	4%	0	-2%	8%	2%	-17%	-1%	1%	1%	-2%
Cc1noc(C)c1COc1ccc(C(=O)OCC(=O)NCc2ccccc2Cl)cc1	4%	-3%	17	0%	0%	10%	0%	7%	-1%	-16%	-1%
CC(=O)Nc1ccc(C(=O)N/N=C/c2cccnc2)cc1	8%	13%	2	-2%	2%	-8%	10%	1%	2%	30%	0%
CN(C)S(=O)(=O)c1ccc(Oc2ccc(S(=O)(=O)N(C)C)cc2)cc1	-3%	?	10	-2%	-3%	?	8%	3.2µM*	-5%	-26%	-21%
O=C1c2ccccc2-c2onc3ccc(N4CCCC4)c1c23	17%	?	?	0%	-1%	?	?	-9%	-4%	-51%	8%
COC(=O)c1cc2occc2n1CC(=O)Nc1cc(OC)cc(OC)c1	-8%	13%	2	-3%	1%	-14%	-1%	2%	2%	-2%	5%
Cc1ccc(S(=O)(=O)N(C)CC(=O)Nc2ccncc2)cc1	3%	?	3	0%	-5%	14%	-2%	1%	-10%	-2%	-11%
CC(C)CN(C(=O)CSc1nncs1)c1c(N)n(CC(C)C)c(=O)[nH]c1=O	0%	14%	3	0%	0%	-13%	3%	3%	3%	-5%	-3%
Cc1cc(C)n(C(=O)CNc2ccc(C)c(C)c2)n1	?	?	1	-3%	-7%	?	-18%	2%	7%	18%	-4%
Cc1cn2c(nc(=O)c3cccnc32)s1	5%	-8%	0	-2%	-1%	-4%	0%	-2%	5%	0%	-7%
Cc1ccc(C(=O)Nc2ccc(N3CCN(C(=O)c4ccco4)CC3)cc2)cc1	-1%	?	5	-4%	0%	11%	-4%	-15%	-15%	-25%	-1%
CC(NC(=O)CSc1nnc2n1CCCCC2)c1ccccc1Cl (centres undefined)	2%	26%	0	-4%	5%	/	-2%	/	0%	-21%	-2%
COc1ccc(Cl)cc1NC(=O)CSc1nc(Nc2ccccc2)nc(N2CCOCC2)n1	0%	-8%	-1	-8%	-1%	12%	2%	-1%	-3%	-28%	-2%
CN(Cc1cccs1)C(=O)c1cc(S(=O)(=O)N2CCOCC2)ccc1N1CCCC1	-15%	-1%	8	-2%	-1%	/	-2%	/	0%	-40%	-4%
CN(C)Cc1nc2ccccc2c(=O)n1Cc1nc(-c2cccc([N+](=O)[O-])c2)cs1	-3%	-26%	0	-2%	-5%	-10%	4%	6%	-8%	-43%	-6%
CC(C)(C)Nc1nc(Cl)nc(N(C#N)CN2C(=O)c3ccccc3S2(=O)=O)n1	1%	-15%	-5	-6%	1%	10%	-1%	6%	-4%	2%	0%
CC(=C/c1ccc(C(C)C)cc1)/C=N/NC(=O)Cn1nnnc1N	4%	?	/	13%	0%	-41%	?	16%	3%	48%	6%
CCOc1ccccc1NC(=O)Cc1coc2cc(C)ccc12	2%	-10%	-2	2%	3%	29%	-5%	-4%	1%	-10%	0%
O=C1CN(c2ccccc2)C(=S)N1c1ccccc1	/	21%	1	2%	-1%	-13%	6%	11%	4%	0%	6%
COc1ccc(OC)c(C(=O)NC(CC(N)=O)c2ccc(N3CCC(Cc4ccccc4)CC3)c([N+](=O)[O-])c2)c1 (centres undefined)	6%	-13%	-1	-4%	-1%	2%	5%	4%	-1%	0%	0%
CC(=O)c1ccc(NC(=O)COC(=O)C2CC3C=CC2C3)cc1 (centres undefined)	17%	?	/	/	-18%	/	/	/	?	68%	/
N#C/C(=C\c1ccc(O)cc1)C(=O)NCc1ccccc1	-1%	-5%	11	0%	0%	8%	-25%	0%	0%	13%	-4%

# Compound activity from PubChem.
